GRP78 ERSR act: qHTS for Inducers of the Endoplasmic Reticulum Stress Response (ERSR) in Human Glioma: qHTS; U87-MG GRP78 promoter luciferase reporter, 16 h; Potency, µM, for the others: top-dose activation, actives largely listed as activators; actives 0.02% (n = 420,000); AID 602332, 2012; also: potency is read from the fitted curve at half-maximal effect; series mostly up to about 76 µM; % of control where 0% means no effect; nearly all actives have a fitted effect of over 35% in size
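Stably transfected U87-MG human glioma cells carrying a GRP78-based luminescent sensor were seeded at 1000 cells/well, pin-dosed with compounds and incubated 16 h. Luciferase reagent was then added, and end-point luminescence was read after 10 min at room temperature.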
Vif-A3G inh: qHTS for Inhibitors of Vif-A3G Interactions: qHTS; HeLa A3G-eYFP + Vif (tagged APOBEC3G with the HIV-1 protein that degrades it), YFP fluorescence, overnight; DNA dC->dU-editing enzyme APOBEC-3G (Homo sapiens), Q9HC16; actives 0.076% (n = 410,000); AID 602310, 2012; Potency, µM (series often up to 46.1 µM), inactives show at the highest dose activity, negative = active, usual class: inhibitors;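 also: potency is read from the fitted curve at half-maximal effect; % is scaled to controls: 0 for no effect and ±100 for the full control effect; nearly all actives have a fitted effect of over 60% in size; hits raise eYFP signal because A3G escapes Vif-driven loss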
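HeLa cells stably expressing Vif and C-terminally eYFP-tagged A3G, seeded overnight at 37 deg C, then exposed to compound by pintool overnight at 37 deg C. Rise in yellow fluorescence (Ex 488/Em 500-530, Acumen) marks blocked Vif-driven A3G degradation.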
PI4K2A block: qHTS for small molecular inhibitors of PI4K2A | purified PI4K2A, ADP-Glo luminescence, 1 h; hits give low values | Phosphatidylinositol 4-kinase type 2-alpha (Homo sapiens), Q9BTU6 | activity change, negative = inhibition, % at 76.9 µM | actives 0.13% (n = 420,000); in the data active = activity change below about -50%; inconclusive = mostly about -30% to -49%;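 also: -100% = wells without enzyme as full effect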
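In this quantitative HTS, ADP production by PI4K2A was quantified luminescently after 1 h at ambient temperature; 100 microM adenosine served as plate-quality control.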
LDHA block: qHTS assay for inhibitors of human lactate dehydrogenase | purified LDHA, NADH/diaphorase-resazurin fluorescence; hits give low values | L-lactate dehydrogenase A chain (Homo sapiens), P00338 | activity change, % (values are at about 110 or 230 µM) | actives 0.15% (n = 480,000); in the data active = activity change below about -30%; inconclusive = mostly about -25% to -30%;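 also: plate controls were DMSO wells for no effect and wells without enzyme for full effect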
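LDH5 2 nM; NADH 0.06 mM, pyruvate 0.2 mM; 200 mM Tris pH 7.4, EDTA, Tween-20; 5 min RT. Detection: diaphorase 0.133 mg/mL + resazurin 37 µM, fluorescence ex540/em590 at 0 and 20 min; normalized to enzyme-free and DMSO wells.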
TrxR1 substrate: qHTS Assay for Substrates of Mammalian Selenoprotein Thioredoxin Reductase 1 (TrxR1): qHTS; AID 588456, 2011; purified TrxR1 substrate turnover, NADPH consumption readout; Potency, µM (doses to about 114 µM), for inactives: at the highest dose activity change, negative = substrate turnover; Thioredoxin reductase 1, cytoplasmic (Rattus norvegicus), O89049; actives 0.01% (n = 390,000); also: potency is read from the fitted curve at half-maximal effect; % is scaled to controls: 0 for no effect and ±100 for the full control effect; nearly all actives have a fitted effect of over 50% in size
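Rat TrxR1, dispensed at 90 nM, was prereduced with 400 uM NADPH (final) for 5 min at ~22 deg C, then incubated with compound 15 min before 400 uM selenite. A first-read NADPH fluorescence drop versus no-compound background flagged substrates.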
RXFP1 agonist: qHTS Assay for Agonists of the Relaxin Receptor RXFP1; actives 0.3% (n = 370,000); Potency, µM (highest dose often 57.5 µM), inactives show top-dose activation, most hits filed as activators; HEK293T-RXFP1 cAMP TR-FRET, 30 min; response scale: percent of porcine relaxin response, buffer zero; Relaxin receptor 1 (Homo sapiens), Q9HBX9; also: potency is read from the fitted curve at half-maximal effect; % is scaled to controls: 0 for no effect and ±100 for the full control effect; nearly all actives have a fitted effect of over 60% in size; many of its hits are not listed in these tables
Target sequence (Q9HBX9 whole entry, looked up): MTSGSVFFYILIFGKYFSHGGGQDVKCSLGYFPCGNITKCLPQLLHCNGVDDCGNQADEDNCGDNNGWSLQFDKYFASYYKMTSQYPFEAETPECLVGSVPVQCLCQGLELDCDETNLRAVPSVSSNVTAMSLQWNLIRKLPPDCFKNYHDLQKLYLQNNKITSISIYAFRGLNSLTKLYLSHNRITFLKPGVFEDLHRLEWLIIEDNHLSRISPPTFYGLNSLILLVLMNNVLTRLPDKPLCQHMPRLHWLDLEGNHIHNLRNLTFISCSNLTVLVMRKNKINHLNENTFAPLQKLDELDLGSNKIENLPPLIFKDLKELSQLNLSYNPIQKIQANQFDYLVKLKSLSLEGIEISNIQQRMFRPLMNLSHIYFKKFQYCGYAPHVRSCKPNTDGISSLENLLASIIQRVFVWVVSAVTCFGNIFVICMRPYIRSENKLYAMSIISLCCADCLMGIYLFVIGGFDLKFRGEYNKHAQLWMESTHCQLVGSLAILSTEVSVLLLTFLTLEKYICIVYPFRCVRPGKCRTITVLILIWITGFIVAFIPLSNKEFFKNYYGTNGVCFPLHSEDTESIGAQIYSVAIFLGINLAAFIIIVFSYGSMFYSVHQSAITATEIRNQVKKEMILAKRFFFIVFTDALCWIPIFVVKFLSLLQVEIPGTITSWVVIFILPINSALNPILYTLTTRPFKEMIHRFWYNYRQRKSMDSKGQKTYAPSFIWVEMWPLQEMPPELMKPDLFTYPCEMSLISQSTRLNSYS
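Agonist response is measured as cAMP accumulation in an RXFP1-transfected HEK293T line under PDE4 inhibition. Values are scaled between buffer-only and 29 nM porcine relaxin, and EC50s come from standard Hill equation fits.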
Vif-APOBEC3F blk: qHTS for Inhibitors of Vif-A3F Interactions: qHTS; HeLa A3F-eYFP + Vif (tagged APOBEC3F with the HIV-1 protein that degrades it), YFP fluorescence increase; Potency, µM (highest dose often 46.1 µM), without a hit: at the highest dose activity, negative = active; actives 0.2% (n = 390,000); also: potency is read from the fitted curve at half-maximal effect; % of control where 0% means no effect; nearly all actives have a fitted effect of over 65% in size
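Fluorescence increase (Ex 488/Em 500-530) after overnight compound treatment at 37 deg C flags inhibition of Vif-driven A3F-eYFP loss in stable HeLa A3F-eYFP/Vif cells seeded overnight beforehand.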
mIDH1 inhibitor: qHTS for Inhibitors of mutant isocitrate dehydrogenase 1 (IDH1): qHTS. Isocitrate dehydrogenase [NADP] cytoplasmic (Homo sapiens), O75874. IDH1-R132H enzyme, NADPH consumption, diaphorase/resazurin fluorescence. Potency, µM (highest dose often 76.6 µM), inactives show top-dose activity change, negative = inhibition, actives largely listed as inhibitors. actives 0.093% (n = 390,000). AID 602179, 2012; also: potency is read from the fitted curve at half-maximal effect; % is scaled to controls: 0 for no effect and ±100 for the full control effect; nearly all actives have a fitted effect of over 65% in size
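IDH1-R132H (0.5 ug/mL) preincubated 30 min with compound, then NADPH (0.016 mM) and alpha-KG (2 mM) added; 80 min at RT, pH 7.5. Remaining NADPH coupled via diaphorase/resazurin to fluorescence (540/590 nm); concentration-response curves normalized to no-enzyme control.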
USP1-UAF1 inh: Inhibitors of USP1/UAF1: Primary Screen; recombinant USP1/UAF1, Ub-Rhodamine cleavage fluorescence; Potency, µM (top dose mostly 57.1 µM), for inactives: at the highest dose activity change, negative = inhibition, hits mostly inhibitors; actives 0.23% (n = 390,000); also: potency is read from the fitted curve at half-maximal effect; % is scaled to controls: 0 for no effect and ±100 for the full control effect; nearly all actives have a fitted effect of over 60% in size; inactives centre near -12
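1 nM enzyme complex + cpd, 15 min RT; start with Ub-Rho 150nM final; kinetic fluorescence ex 480/em 540, 6 reads q60 s. Buffer 50mM HEPES pH 7.8, 0.5mM EDTA, 0.1 mg/ml BSA, 1mM TCEP, 0.01% Tween-20.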
* = called active by the depositor; [ ] = dose if it differs, or a comment. Unless noted, calls follow the shape of the dose curve; as a rule, active = well fitted curve in the direction sought with a large enough effect; inconclusive = small, poorly fitted or top-dose-only effect, or another doubt; inactive = no such curve, though single readings can be large; an effect the other way counts as inactive or inconclusive. Only part of the results is shown; the hit share may differ from the screen's.

How did CC(C)CCn1c(CN2CCN(c3cccc(Cl)c3)CC2)nc2c1c(=O)n(C)c(=O)n2C do in these assays?
GRP78 ERSR act: -1%; Vif-A3G inh: 2%; PI4K2A block: -1; LDHA block: 1; TrxR1 substrate: -7%[57.1 µM]; RXFP1 agonist: 1.7%; Vif-APOBEC3F blk: -19%; mIDH1 inhibitor: 15%; USP1-UAF1 inh: -27%

How did Cc1cc(Cl)cc(C)c1OCCCCn1ccnc1 do in these assays?
GRP78 ERSR act: -2%; Vif-A3G inh: 2%; PI4K2A block: 4; LDHA block: 0; TrxR1 substrate: -1%; RXFP1 agonist: 2.1%; Vif-APOBEC3F blk: -1%; mIDH1 inhibitor: 1%; USP1-UAF1 inh: -17%

How did Cc1cc(C)n2nc(C(=O)OCC(=O)N(Cc3ccccc3)C(C)C)nc2n1 do in these assays?
GRP78 ERSR act: -3%; Vif-A3G inh: 0%; PI4K2A block: -18; LDHA block: -7; TrxR1 substrate: 4%; RXFP1 agonist: 2.5%; Vif-APOBEC3F blk: 3%; mIDH1 inhibitor: -9%; USP1-UAF1 inh: -18%

What do the screens show for `COc1cccc(NC(=O)c2ccccc2OCC(=O)Nc2ccc(Br)cc2)c1`?
GRP78 ERSR act: -4%; Vif-A3G inh: -5%; LDHA block: 0; TrxR1 substrate: 1%

What do the screens show for `CC1CCN(S(=O)(=O)c2ccc3c(c2)N(CC(=O)NC(C)C)C(=O)CS3)CC1`?
GRP78 ERSR act: -3%; Vif-A3G inh: -2%; PI4K2A block: -7; LDHA block: -11; TrxR1 substrate: 3%; RXFP1 agonist: 2.4%; Vif-APOBEC3F blk: 0%; mIDH1 inhibitor: 40%[activator]; USP1-UAF1 inh: -2%

What do the screens show for `Cc1sc2ncnc(Nc3ccccc3)c2c1C`?
GRP78 ERSR act: -4%; Vif-A3G inh: 0%; PI4K2A block: -16; LDHA block: -8; TrxR1 substrate: -6%; RXFP1 agonist: 3.7%; Vif-APOBEC3F blk: -10%; mIDH1 inhibitor: 15%; USP1-UAF1 inh: -19%

How did Cc1cccc(CS(=O)(=O)CC2Nc3ccc(C(=O)NCc4ccccc4)cc3NC2=O)c1 (centres undefined) do in these assays?
GRP78 ERSR act: 4%; Vif-A3G inh: -6%; PI4K2A block: -1; LDHA block: -3; TrxR1 substrate: 11%; RXFP1 agonist: -0.1%; Vif-APOBEC3F blk: -6%; mIDH1 inhibitor: 2%; USP1-UAF1 inh: inconclusive

Results for COCCn1c(=N)c(C(=O)NC(C)c2ccccc2)cc2c(=O)n3cc(C)ccc3nc21 (centres undefined) ?
GRP78 ERSR act: -2%; Vif-A3G inh: -5%; PI4K2A block: 4; LDHA block: -1; TrxR1 substrate: 66%[activator]; RXFP1 agonist: 5.5%; Vif-APOBEC3F blk: -6%; mIDH1 inhibitor: 7%; USP1-UAF1 inh: -28%

What do the screens show for `COc1ccc(C(=O)N[C@H](C(=O)NCCCn2nc(C)cc2C)C(C)C)cc1`?
GRP78 ERSR act: -4%; Vif-A3G inh: 0%; PI4K2A block: 4; LDHA block: -2; TrxR1 substrate: -6%; Vif-APOBEC3F blk: 4%; mIDH1 inhibitor: 4%; USP1-UAF1 inh: -8%

How did COc1ccc(/C=N\NC(=O)c2ccc(Cn3cc(Br)c([N+](=O)[O-])n3)o2)c(OC)c1C do in these assays?
GRP78 ERSR act: 3%; Vif-A3G inh: 1%; PI4K2A block: 4; LDHA block: -13; TrxR1 substrate: 1%; RXFP1 agonist: -1.4%; Vif-APOBEC3F blk: -5%; mIDH1 inhibitor: 4%; USP1-UAF1 inh: 0%

What do the screens show for `CCCN1C(=O)c2cc(C(=O)Nc3cccc(C(C)=O)c3)ccc2C1Nc1cccc(C(C)=O)c1` (centres undefined)?
GRP78 ERSR act: -3%; Vif-A3G inh: -16%; PI4K2A block: -6; LDHA block: -5; TrxR1 substrate: 5%; RXFP1 agonist: 0.0%; Vif-APOBEC3F blk: 3%; mIDH1 inhibitor: -1%; USP1-UAF1 inh: -4%

Results for Cc1cc(N2CCN(C)CC2)nc2ccc(NC(=O)c3cccnc3Cl)cc12 ?
GRP78 ERSR act: -3%; Vif-A3G inh: 1%; PI4K2A block: -3; LDHA block: 6; TrxR1 substrate: 18%[57.1 µM]; RXFP1 agonist: -0.3%; Vif-APOBEC3F blk: -4%; mIDH1 inhibitor: 8%; USP1-UAF1 inh: -2%

How did CN(Cc1ncc[nH]1)C(=O)c1cc(COc2c(F)cccc2F)on1 do in these assays?
GRP78 ERSR act: -2%; Vif-A3G inh: 1%; PI4K2A block: 9; LDHA block: -1; TrxR1 substrate: -3%; RXFP1 agonist: 1.3%; Vif-APOBEC3F blk: -6%; mIDH1 inhibitor: -4%; USP1-UAF1 inh: -11%

Results for O=C(N/N=C/c1cc(Br)cc([N+](=O)[O-])c1O)c1ccc(NC(=O)c2ccc(F)cc2)cc1 ?
GRP78 ERSR act: 11%; Vif-A3G inh: 0%; PI4K2A block: -6; LDHA block: -2; TrxR1 substrate: -9%; RXFP1 agonist: 4.9%; Vif-APOBEC3F blk: -5%; mIDH1 inhibitor: -21%; USP1-UAF1 inh: -8%

What do the screens show for `CCc1nn(CC(=O)N2CCN(CC)CC2)c(=O)c2cc3sccc3n12`?
GRP78 ERSR act: 0%; Vif-A3G inh: 3%; PI4K2A block: 2; LDHA block: -5; TrxR1 substrate: 10%[57.1 µM]; RXFP1 agonist: 4.4%; Vif-APOBEC3F blk: -20%; mIDH1 inhibitor: -7%; USP1-UAF1 inh: -4%

What do the screens show for `CCOC(=O)C1=C(Cc2ccc(Cl)cc2)C(=O)c2ccccc2C1=O`?
GRP78 ERSR act: inconclusive; Vif-A3G inh: inconclusive; PI4K2A block: -9; LDHA block: 32; TrxR1 substrate: 6%; RXFP1 agonist: -2.0%; Vif-APOBEC3F blk: 28µM*; mIDH1 inhibitor: 24%; USP1-UAF1 inh: inconclusive

Results for O=C(NCc1ccc(F)cc1)c1cccc2c1C(=O)c1ccc(N3CCOCC3)cc1S2(=O)=O ?
GRP78 ERSR act: -3%; Vif-A3G inh: -13%; PI4K2A block: 2; LDHA block: -8; TrxR1 substrate: -11%; RXFP1 agonist: -0.3%; Vif-APOBEC3F blk: -5%; mIDH1 inhibitor: -7%; USP1-UAF1 inh: inconclusive

How did CCOC(=O)c1cc2cc3ccccc3cc2[nH]1 do in these assays?
GRP78 ERSR act: 8%; Vif-A3G inh: 1%; PI4K2A block: -1; LDHA block: -4; TrxR1 substrate: 123%[activator]; RXFP1 agonist: 0.3%; Vif-APOBEC3F blk: -3%; mIDH1 inhibitor: 0%; USP1-UAF1 inh: -22%

How did CC1CCN(C(=O)COC(=O)c2cccc(NS(=O)(=O)c3ccccc3)c2)CC1 do in these assays?
GRP78 ERSR act: 2%; Vif-A3G inh: -1%; PI4K2A block: 4; LDHA block: -4; TrxR1 substrate: -5%; RXFP1 agonist: -0.8%; Vif-APOBEC3F blk: 10%; mIDH1 inhibitor: -2%; USP1-UAF1 inh: -20%

How did CNC(=O)NC(=S)NC(=O)c1ccccc1Cl do in these assays?
GRP78 ERSR act: -4%; Vif-A3G inh: -1%; PI4K2A block: -2; LDHA block: -8; TrxR1 substrate: 5%[57.1 µM]; RXFP1 agonist: 1.4%; Vif-APOBEC3F blk: -1%; mIDH1 inhibitor: 6%; USP1-UAF1 inh: -3%

What do the screens show for `N#CC(C(=O)NC1CCCCC1)=C1CCCCC1`?
GRP78 ERSR act: -4%; Vif-A3G inh: -3%; PI4K2A block: 5; LDHA block: -9; TrxR1 substrate: 8%[57.1 µM]; RXFP1 agonist: -1.3%; Vif-APOBEC3F blk: -9%; mIDH1 inhibitor: 4%; USP1-UAF1 inh: -11%

Results for CC(=O)NCCC(=O)N1CCc2c([nH]c3ccccc23)C1c1cccc(Cl)c1 (centres undefined) ?
GRP78 ERSR act: -2%; Vif-A3G inh: -28%; PI4K2A block: 0; LDHA block: 1; TrxR1 substrate: 4%[57.1 µM]; RXFP1 agonist: -1.7%; Vif-APOBEC3F blk: -12%; mIDH1 inhibitor: -3%; USP1-UAF1 inh: -23%

Results for O=C(Nc1cccc(S(=O)(=O)NC2=NCCC2)c1)c1c(F)cccc1Cl ?
GRP78 ERSR act: -4%; Vif-A3G inh: 1%; PI4K2A block: -5; LDHA block: -14; TrxR1 substrate: -1%; RXFP1 agonist: -0.6%; Vif-APOBEC3F blk: 0%; mIDH1 inhibitor: -2%; USP1-UAF1 inh: -2%
